# Bioassay records as filed in PubChem BioAssay.
# MITF primary: MITF inhibitors, primary screen, biochemical, AlphaScreen, human | Microphthalmia-associated transcription factor (Homo sapiens), O75030 | 650,000 tested, 0.91% active | inhibition, % at 2.6 µM | AlphaScreen MITF homodimerization, bead proximity signal; in the data active = inhibition above about 50%;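 also: 0% = vehicle wells with protein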
# Target sequence (O75030 whole entry, looked up): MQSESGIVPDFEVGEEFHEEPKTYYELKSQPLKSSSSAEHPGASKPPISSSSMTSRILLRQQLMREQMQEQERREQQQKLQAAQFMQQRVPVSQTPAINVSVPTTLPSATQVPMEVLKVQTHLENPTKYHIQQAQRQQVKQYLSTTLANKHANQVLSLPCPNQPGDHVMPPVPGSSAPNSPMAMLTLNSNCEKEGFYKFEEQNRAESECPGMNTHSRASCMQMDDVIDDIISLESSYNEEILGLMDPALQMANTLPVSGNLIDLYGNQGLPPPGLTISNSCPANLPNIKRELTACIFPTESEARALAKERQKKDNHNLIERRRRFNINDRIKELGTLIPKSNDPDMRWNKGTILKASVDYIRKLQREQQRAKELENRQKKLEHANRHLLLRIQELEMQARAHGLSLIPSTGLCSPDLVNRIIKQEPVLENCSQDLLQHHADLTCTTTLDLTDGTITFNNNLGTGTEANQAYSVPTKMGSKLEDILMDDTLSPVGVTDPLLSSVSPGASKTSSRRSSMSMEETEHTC
# GPR151 ag: activators of human GPR151, primary screen, cell-based, PathHunter beta-arrestin, luminescence; G-protein coupled receptor 151 (Homo sapiens), Q8TDV0; PathHunter beta-arrestin GPR151 cells; activation, % at 11.2 µM; 650,000 tested, 1% active; in the data active = activation above about 4.9%;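 also: 0% = median of compound wells and 100% = cells with positive control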
# Target sequence (Q8TDV0 whole entry, looked up): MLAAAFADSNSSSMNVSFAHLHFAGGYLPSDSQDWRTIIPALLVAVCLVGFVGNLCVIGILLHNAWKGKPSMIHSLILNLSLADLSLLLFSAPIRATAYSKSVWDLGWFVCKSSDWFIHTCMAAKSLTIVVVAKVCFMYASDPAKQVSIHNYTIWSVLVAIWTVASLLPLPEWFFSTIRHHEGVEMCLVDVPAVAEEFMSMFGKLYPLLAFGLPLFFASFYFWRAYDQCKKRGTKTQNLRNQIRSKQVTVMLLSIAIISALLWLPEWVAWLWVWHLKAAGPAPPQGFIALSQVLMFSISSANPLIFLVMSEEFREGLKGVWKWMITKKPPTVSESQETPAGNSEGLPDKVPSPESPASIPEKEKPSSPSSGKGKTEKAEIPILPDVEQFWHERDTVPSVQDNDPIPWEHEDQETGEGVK
# FBW7 activator: FBW7 E3 ligase activators, primary screen, biochemical, AlphaScreen, human. 650,000 tested, 0.13% active. AID 1259310, 2017. normalized activity (activation), % at 26.1 µM. AlphaScreen FBW7–phospho-cyclin E peptide binding, activator screen; in the data active = normalized activity above about 1.9%;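 also: purified mutant Fbw7 with reduced substrate affinity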
# TEAD-YAP block: TEAD-YAP interaction inhibition, primary screen, TEAD-YAP interaction inhibitor project, luminescence, HEK-TIYL cells; TEAD-Gal4/YAP UAS-luciferase luminescence; inhibition, % at 9.12 µM; 640,000 tested, 1.4% active; in the data active = inhibition above about 32%;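 also: 0% = median of test compound wells and 100% = reference inhibitor wells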
# Starred values were filed as active, the others as inactive.
# A first look:
# Values in the order: MITF primary	GPR151 ag	FBW7 activator	TEAD-YAP block
> O=C(NCC(=O)N1CCN(c2ccccc2)CC1)c1ccccc1Br
→ 4	1.4	-0.1	2
> O=[N+]([O-])c1ccc(N2CCCC2)cc1NCc1ccco1
→ -9	-0.3	-0.1	6
> COc1ccc(C(=O)N/C(=C/c2ccc([N+](=O)[O-])cc2)C(=O)Nc2ccc(C)cc2)c(Cl)c1
→ 14	0.7	0.0	6
> Cc1ccc(CNC(=O)C(=O)Nc2ccc(C)cc2)cc1
→ 11	-0.5	0.1	3

# The list itself, previewed entries included:
# Values in the order: MITF primary	GPR151 ag	FBW7 activator	TEAD-YAP block
> O=C(NCC(=O)N1CCN(c2ccccc2)CC1)c1ccccc1Br
→ 4	1.4	-0.1	2
> O=[N+]([O-])c1ccc(N2CCCC2)cc1NCc1ccco1
→ -9	-0.3	-0.1	6
> COc1ccc(C(=O)N/C(=C/c2ccc([N+](=O)[O-])cc2)C(=O)Nc2ccc(C)cc2)c(Cl)c1
→ 14	0.7	0.0	6
> Cc1ccc(CNC(=O)C(=O)Nc2ccc(C)cc2)cc1
→ 11	-0.5	0.1	3
> Cc1ccc(NC(=O)CSc2nc3cc(C(=O)N4CCC(C(N)=O)CC4)ccc3c(=O)n2Cc2ccco2)cc1Cl
→ 12	0.7	0.0	15
> C/C(=N\NC(N)=S)c1ccc([N+](=O)[O-])cc1
→ -3	-0.1	-0.1	36*
> CCCCSc1nnc2c(n1)OC(c1cccc(OC)c1OC)N(C(C)=O)c1ccccc1-2 (stereo not given)
→ 0	1.7	-0.1	-2
> O=C(NCCOc1ccc(F)cc1)c1cc(Cl)ccn1
→ 1	1.4	0.1	-41
> CCc1ccccc1NC(=O)c1ccc(C)o1
→ 14	-0.2	0.1	2
> Cc1ccccc1Nc1nc(-c2ccc(Cl)cc2)cs1
→ 0	-0.8	0.0	-39
> Cc1c(C(=O)Nc2c(F)cc(F)cc2Br)sc2ncn(CC(=O)N3CCOCC3)c(=O)c12
→ 5	0.5	-0.2	3
> COc1ccccc1N1CCN(C(=O)CS(=O)(=O)Cc2ccccc2)CC1
→ -1	-1.1	-0.1	-3
> Cc1cccc(N(Cc2cc3ccccc3[nH]c2=O)S(C)(=O)=O)c1
→ -10	0.8	-0.3	-3
> CC(C)Cn1c(N2CCN(C(=O)Nc3ccccc3)CC2)nc2ccccc21
→ -10	0.3	-0.1	-13
> CCOC(=O)C1CCN(S(=O)(=O)Cc2ccccc2)CC1
→ 6	0.2	0.0	5
> O=C(NCc1ccc(F)cc1)C(=O)Nc1cccc(C(F)(F)F)c1
→ 2	1.8	0.1	1
> Cc1ccc2cc(N=Cc3ccc(O)cc3)ccc2n1
→ -11	-1.4	0.0	-8
> O=C(COc1ccc(Cl)cc1)Nc1ccccn1
→ -20	9.2*	0.1	49*
> CCOc1ccc2ncc(C(=O)c3ccc(C)cc3)c(N3CCC(C(N)=O)CC3)c2c1
→ 2	-1.0	0.1	-4
> Cc1cc(NC2CCCCC2)n2c(nc3ccccc32)c1C#N
→ 4	0.1	0.3	1
> COc1ccc(C(=O)NC(=S)Nc2cccc(C(=O)O)c2)cc1OC
→ -13	1.1	-0.1	-15
> Cc1cc(OCC(=O)OCc2ccc(C#N)cc2)no1
→ 8	-0.1	0.0	8
> CCOC(=O)C(CCCOc1cccc(OC)c1)C(=O)OCC
→ 2	0.2	0.3	-5
> CC(C)c1ccccc1NC(=O)C(C)N(c1ccc(Cl)cc1)S(C)(=O)=O (stereo not given)
→ 11	1.8	0.2	1
> Cc1cccc(NC(=O)CSc2nc(C)cc(C(F)(F)F)c2C#N)n1
→ 14	-1.7	0.9	88*
> Cc1cc(C)c2ccc(Cl)nc2n1
→ 0	-1.5	-0.2	0
> CCOC(=O)C1CCN(C(=O)c2sc3nc(C)nc(N4CCC(C)CC4)c3c2C)CC1
→ 0	-0.7	0.1	-3
> O=c1cc(O)c2c(=O)n(C3CCCCC3)c3ccccc3c2o1
→ 9	-1.1	0.5	2
> CC(C(=O)NC(N)=O)N1C(=O)NC(C)(c2ccccc2)C1=O (stereo not given)
→ 2	-0.4	0.0	5
> O=C(COCCn1cc(-c2ccc(Cl)cc2)cn1)NCCN1CCOCC1
→ 5	1.3	-0.1	-4

# Values in the order: MITF primary	GPR151 ag	FBW7 activator	TEAD-YAP block
> COc1cc(NC(=O)c2c(C(F)(F)F)nc3c(OC)cccn23)cc(OC)c1OC
→ -2	-1.1	0.1	-2
> O=C(Nc1ccc(Br)cc1)C12CC3CC(C1)CC(n1cncn1)(C3)C2
→ 2	0.6	0.0	12
> Clc1cccc(N2CCN(c3nc4ccccc4n4nnnc34)CC2)c1
→ -2	0.1	-0.2	-16
> COc1ccc(C(=O)Nc2ccc(O)c(-c3nc4cc(C)ccc4o3)c2)cc1Br
→ -1	1.9	0.1	-11
> CC(=O)C1=C(O)C(=O)OC1c1ccc([N+](=O)[O-])cc1 (stereo not given)
→ 9	2.8	0.0	3
> CC(=O)N1CCc2cc(S(=O)(=O)NC(C(=O)Nc3cc(C)ccn3)C(C)C)ccc21 (stereo not given)
→ 14	-1.9	0.0	2
> O=[N+]([O-])c1cccc(NS(=O)(=O)c2cccc(S(=O)(=O)c3ccc(Cl)c(Cl)c3)c2)c1
→ -25	0.3	-0.1	-5
> COc1ccc(C2=N/C(=C/c3ccc(C(C)C)cc3)C(=O)O2)cc1Br
→ -10	0.2	0.1	-5
> CC(C)C(C)(C#N)NC(=O)CSc1nc(-c2ccccc2)cn1N (stereo not given)
→ 13	0.4	0.1	1
> O=C1c2ccccc2C(=O)N1CC(=O)n1nc(-c2ccco2)nc1NCc1cccs1
→ 9	0.1	0.1	-15
> CCN(CC)CCCC(C)N=Cc1c(O)n(-c2c(C)cc(C)cc2C)c(=O)[nH]c1=O (stereo not given)
→ 1	-0.6	-0.1	5
> CN(Cc1ccccc1)C(=O)COC(=O)/C=C/c1ccco1
→ 11	-0.8	-0.2	-5
> O=C(NCc1cccs1)C1CC12CCN(C(=O)c1cc(-c3ccccc3)no1)CC2 (stereo not given)
→ 5	0.1	-0.4	6
> Cc1ccc(NC(=O)c2c(C)nc3c(C)cccn23)c(C)c1
→ -8	-0.1	-0.3	-15
> CC(C)(C)c1ccc(-c2nc(NCCN3CCOCC3)c3ccccc3n2)cc1
→ 18	-0.6	0.0	26
> NC(=O)c1ccc(NS(=O)(=O)c2ccccc2[N+](=O)[O-])cc1
→ 4	0.3	0.1	7
> COc1ccc(C2/C(=C(/O)c3ccc(Cl)cc3)C(=O)C(=O)N2c2cccnc2)cc1OC (stereo not given)
→ 22	0.3	0.5	-2
> C/C(=C1/N=C(c2ccc(Cl)cc2)OC1=O)c1cccc([N+](=O)[O-])c1
→ 10	-0.3	0.4	7
> CC(NC(=O)COC(=O)c1ccc2c(=O)n3c(nc2c1)CCC3)C12CC3CC(CC(C3)C1)C2 (stereo not given)
→ 1	-1.4	-0.1	-11
> COc1cccc(CC(=O)Nc2cnc3cnc(-c4ccccc4)cn23)c1
→ -1	0.0	-0.1	6
> COc1cc(Cc2nccc3cc(OC)c(OC)cc23)c([N+](=O)[O-])cc1OC
→ -2	-0.3	0.0	-9
> Cc1ccc(S(=O)(=O)Cc2[nH]c3ccccc3c2Sc2ccccc2)cc1
→ -3	1.1	-0.1	4
> CCC1(C)CC(=O)N(c2ccc([N+](=O)[O-])cc2C)C1=O (stereo not given)
→ 8	-0.7	0.8	4
> CCOC(=O)Cn1c(=O)oc2cc(Cl)ccc21
→ -5	0.5	-0.1	6
> O=C(Nc1nc2ccc(Br)cc2s1)c1cccc(Oc2ccccc2)c1
→ -6	0.2	-0.1	-2
> COc1ccc(C2(NC(=O)Cc3nc4nc(C)cc(C)n4n3)CCCCC2)cc1
→ -2	-0.1	0.3	1
> Cc1cc(F)c(F)cc1C(=O)N1CCN(c2cc(N3CCCCC3)c(F)cc2[N+](=O)[O-])CC1
→ 7	-0.5	0.1	7
> OC(COc1ccc2cc(Br)ccc2c1)Cn1cnc2ccccc21 (stereo not given)
→ 3	0.4	-0.2	-6
> Cc1ccccc1OCC(=O)Nc1ccc2oc(-c3cccnc3)nc2c1
→ 16	-0.2	0.3	0
> O=C(c1ccc(CNc2c(N3CCCC3)c(=O)c2=O)cc1)N1CC=C(c2ccccc2)CC1
→ 1	-0.7	0.0	-3

# Values in the order: MITF primary	GPR151 ag	FBW7 activator	TEAD-YAP block
> CCOc1ccc(NC(=O)Cn2c(=O)oc3cc(S(=O)(=O)N4CCCC4)ccc32)cc1
→ -13	0.8	0.0	5
> COc1ccc(C(=O)NC(=S)Nc2cccnc2Cl)cc1
→ -2	0.4	0.0	-96
> O=C(CSc1ccc2nnc(-c3ccccn3)n2n1)Nc1nccs1
→ 7	1.0	-1.1	-2
> O=C(NCc1cccnc1)c1cc(S(=O)(=O)N2CCCCC2)c[nH]1
→ -5	2.3	-0.1	-10
> CCOc1ccc(NC(=O)CSc2nc3ccccc3c(=O)n2CCc2ccc(OC)c(OC)c2)cc1
→ 10	-1.5	0.7	11
> COc1cccc2cc(C(=O)Nc3ccc(I)cc3)c(=O)oc12
→ 13	-0.1	0.1	15
> CC(=O)c1c(C)oc2c(Br)cc(NS(=O)(=O)c3ccc4ccccc4c3)cc12
→ -1	-0.3	-0.1	-1
> CCOC(=O)C1=C(C)N=c2s/c(=C/c3ccc(OC)c(OC)c3)c(=O)n2C1c1ccc(OC(C)=O)cc1 (stereo not given)
→ 8	-0.1	-0.1	9
> COc1ccc(NC(=O)CSc2nc3ccc(NC(=O)c4cccc5ccccc45)cc3s2)c([N+](=O)[O-])c1
→ -4	-1.2	-0.2	15
> CCCOc1ccc(N2C(=O)CC(NCCc3ccc(OC)c(OC)c3)C2=O)cc1 (stereo not given)
→ 12	1.5	0.5	6
> COc1cccc(N2C(=O)CN(Cc3ccc(F)cc3)CC2C)c1 (stereo not given)
→ 11	0.0	0.0	-1
> Cc1ccc(NC(=O)c2ccccc2N(C)S(C)(=O)=O)cc1C
→ 14	-2.0	-0.2	-1
> O=[N+]([O-])c1ccc(Cl)cc1N1CCN(S(=O)(=O)c2ccccc2)CC1
→ 14	-0.3	-0.3	-1
> CCOC(=O)c1cc2c(=O)n3ccccc3nc2n(C)c1=NC(=O)c1cccc(Cl)c1
→ 4	-0.7	0.7	-6
> CC(Cl)C(=O)Nc1nnc(-c2ccccc2)s1 (stereo not given)
→ -6	1.4	0.1	-13
> COc1ccc([C@@H]2C[C@H](C(=O)N3CCC(C(N)=O)CC3)N(C)S(=O)(=O)N2)cc1OC
→ -8	0.0	-0.1	-7
> COc1cc(C2C(C(=O)OCC3CCCO3)=C(C)NC3=C2C(=O)CCC3)ccc1OC(C)=O (stereo not given)
→ 7	0.4	0.0	-4
> O=C(NCCOCc1ccc(Cl)cc1)c1ncn[nH]1
→ 6	-0.4	0.2	4
> CCCC/C(C)=N/NC(=O)NC1CCCCC1
→ 2	0.2	-0.1	4
> Cc1cccc(OCC(=O)NNC(=O)C(=O)NC(C)(C)C)c1
→ 0	0.3	-0.3	-7
> CS(=O)(=O)N(CC(=O)Nc1ccccc1-c1ccccc1)c1cccc(F)c1
→ 0	3.9	0.1	-2
> CC[C@H](C)[C@@H]1NC(=O)[C@@H]2C[C@H](NC(=O)Nc3cccc(C(F)(F)F)c3)CN2C1=O
→ -12	-1.9	-0.1	-15
> O=C(CNC(=O)c1ccc(Br)cc1)Nc1ccc(F)cc1
→ -2	-0.5	-0.2	-2
> Cc1nc2cc(C(F)(F)F)ccc2n1C1CCN(CC(=O)N2CCCC2)CC1
→ 7	3.6	0.2	4
> COC(=O)c1ccc(OCC2c3cc(OC)c(OC)cc3CCN2C(=O)Cc2ccccc2)cc1 (stereo not given)
→ 13	-0.6	-0.1	-20
> O=C(Nc1cccc(C(=O)O)c1)/C(=C\c1ccc2c(c1)OCO2)NC(=O)c1ccccc1
→ 10	-1.1	0.0	-5
> Cc1ccc2nc3c(cc(C(=O)N4CCC(C)CC4)n3C)c(=O)n2c1
→ -7	1.2	0.4	-40
> O=C(NC1CCCCC1)c1ccc2c(=O)n(CC3CCCO3)c(=S)[nH]c2c1 (stereo not given)
→ 14	0.0	0.0	-2
> Cc1nc2sc3c(=O)n(-c4ccc5ccccc5c4)nnc3c2c(C)c1Cl
→ 0	0.3	0.0	2
> O=Cc1ccccc1OCC(=O)NCc1ccccc1
→ 1	1.8	0.1	-5

# Values in the order: MITF primary	GPR151 ag	FBW7 activator	TEAD-YAP block
> COc1ccc(-c2nc3s/c(=C\c4ccccc4Cl)c(=O)n3n2)cc1
→ 8	0.9	0.0	0
> O=C(CSc1ccc2nnc(-c3cccs3)n2n1)Nc1ccc2c(c1)OCCO2
→ 13	4.7	0.0	12
> COc1ccc(S(=O)(=O)N2CCc3ccccc3C2)cc1C(=O)O
→ -4	0.5	-0.1	-1
> COC(=O)c1cc(Br)cc([N+](=O)[O-])c1O
→ 26	-1.3	0.2	-3
> CC1CCc2c(sc3ncn4c(C(C)C)nnc4c23)C1 (stereo not given)
→ 6	1.1	-0.1	7
> Oc1ccccc1C1=NC(c2cccnc2)NC(c2cc(Cl)ccc2O)C1 (stereo not given)
→ 10	0.2	0.0	11
> O=C(Nc1cc2cc([N+](=O)[O-])ccc2oc1=O)c1ccccc1
→ -2	-1.5	0.1	-6

# Whole records, quoted from the list:
# Record of Oc1ccccc1C1=NC(c2cccnc2)NC(c2cc(Cl)ccc2O)C1 (stereo not given) → MITF primary: 10; GPR151 ag: 0.2; FBW7 activator: 0.0; TEAD-YAP block: 11
# Record of COc1ccc(S(=O)(=O)N2CCc3ccccc3C2)cc1C(=O)O → MITF primary: -4; GPR151 ag: 0.5; FBW7 activator: -0.1; TEAD-YAP block: -1
